Screening data from PubChem BioAssay.
aSyn yeast rescue – rescues yeast growth from alpha-synuclein toxicity; Potency, µM (top dose mostly 46.1 µM), for the others: at the top dose growth rescue (activation), hits mostly activators; hit rate 0.02% among 94,000; S. cerevisiae alpha-synuclein toxicity rescue, BacTiter-Glo growth, 24 h; active means well fitted activation curve with a large enough effect; inconclusive means small, poorly fitted or top-dose-only effect; further: 0% is about no effect
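Growth restoration measured by BacTiter-Glo luminescence after 24 hr at 30 deg C; alpha-synuclein yeast, raffinose-pregrown to mid-log, were added at OD600=0.02 in galactose medium onto pinned compounds.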
The depositor's hits bear a star; ? = inconclusive; [ ] = another dose, or the depositor's remark. Potency means the concentration at half of the fitted maximal effect. A portion of the library; rates above refer to the full screens.

Sample of the layout (3 entries):
#	SMILES	aSyn yeast rescue
1	CC(=O)Nc1ccc(S(=O)(=O)NCc2ccc3c(c2)CCN3C(C)=O)cc1	-6%
2	COC(=O)c1ccc(S(=O)(=O)N2Cc3ccccc3C2)cc1	14%
3	Cc1cc(C)cc(OCC(=O)N(Cc2ccc(C)o2)C2CCS(=O)(=O)C2)c1 (stereo not given)	-3%

Main list (from the top)
#	SMILES	aSyn yeast rescue
1	CC(=O)Nc1ccc(S(=O)(=O)NCc2ccc3c(c2)CCN3C(C)=O)cc1	-6%
2	COC(=O)c1ccc(S(=O)(=O)N2Cc3ccccc3C2)cc1	14%
3	Cc1cc(C)cc(OCC(=O)N(Cc2ccc(C)o2)C2CCS(=O)(=O)C2)c1 (stereo not given)	-3%
4	N#CCC(=O)N/N=C/c1cc([N+](=O)[O-])ccc1N1CCOCC1	-7%
5	Cc1cccc(N2CCN(C(=O)c3ccc(NC(=O)c4nsc5ccccc45)cc3)CC2C)c1 (stereo not given)	7%
6	O=C(Nc1cccc2ccccc12)NC1CC1	-5%
7	Cc1ccc2nc(N(Cc3cccnc3)C(=O)c3cccs3)sc2c1	24%
8	COC(=O)c1c(NC(=O)CCCOc2cccc(C)c2)sc2c1CCC2	4%
9	O=c1[nH]c2ccc(NCc3ccc(-c4ccccc4)o3)cc2[nH]1	-17%
10	S=C(NCc1ccco1)Nc1ccc(Br)cc1Cl	-13%
11	COc1ccc(N2CCN(c3ccc(-c4nc(-c5ccccc5)no4)cc3[N+](=O)[O-])CC2)cc1	2%
12	COc1ccc(C)cc1NC(=O)C(NS(=O)(=O)c1cccc2nsnc12)c1ccccc1 (stereo not given)	-17%
13	CCN(CC(=O)Nc1ccc2c(c1)OCCO2)C(=O)c1ccc(C(F)(F)F)cc1	-12%
14	O=c1[nH]c(SCc2ccccc2F)nc2ccccc12	6%
15	CCCCNC(=O)CNC(=S)N(Cc1ccccc1F)C1CCCCC1	6%
16	Cc1ccc(S(=O)(=O)N2CCN(C(=O)COC(=O)CCOc3ccc(C(C)(C)C)cc3)CC2)cc1	13%
17	O=C(Cn1c(SCc2cccc(F)c2)nc2ccncc21)Nc1ccc(Cl)cc1F	-22%
18	CCCCN(C)C(=O)CSc1nc2ccccc2nc1Cc1ccc(C)cc1	13%
19	CCOc1ccc(Cc2nnc(SCC(=O)Nc3ccccc3)n(N)c2=O)cc1	-6%
20	Cc1ccc(N=C2NC(=O)/C(=C/c3cccn3C)S2)cc1C	0%
21	NS(=O)(=O)c1ccc(CCNCc2cc(Br)ccc2OCc2ccccc2F)cc1	-5%
22	CC(C)Oc1ccccc1-c1nc(SCC(=O)c2ccc(F)cc2)n[nH]1	3%
23	N#Cc1c(N)nc(N)nc1Nc1ccc(Br)cc1	5%
24	Cc1cc(NC(=O)Cn2nnc(-c3ccccc3NC(=O)c3ccccc3F)n2)no1	10%
25	CC(Sc1nccn1C)C(=O)c1c(N)n(C)c(=O)n(C)c1=O (stereo not given)	-3%
26	O=S(=O)(N/N=C/c1ccc(F)cc1)c1ccccc1	5%
27	CCc1ccccc1OCC(=O)Nc1ccc2c(c1)OCCO2	3%
28	CC(C)(C)OC(=O)N1CCC(c2c(C(=O)Nc3ccc4c(c3)OCO4)cnn2-c2ccccc2)CC1	-9%
29	COc1ccc(NC(=O)N(C)[C@H]2C[C@H]3c4[nH]c5ccccc5c4CCN3C[C@H]2[C@H](C)O)cc1	-6%
30	CCOc1ccc2nc(SCC(=O)NC3CCCCC3)[nH]c2c1	3%

An excerpt from further up:
#	SMILES	aSyn yeast rescue
21	NS(=O)(=O)c1ccc(CCNCc2cc(Br)ccc2OCc2ccccc2F)cc1	-5%
22	CC(C)Oc1ccccc1-c1nc(SCC(=O)c2ccc(F)cc2)n[nH]1	3%

Further entries follow.
#	SMILES	aSyn yeast rescue
31	Cc1ccc(C)c(N2CCN(Cc3nnc(-c4ccc5c(c4)OCO5)o3)CC2)c1	30%
32	Cc1ccccc1OCC(=O)N/N=C/c1cn(Cc2ccccc2)c2ccccc12	6%
33	Cc1ccc2occ(CC(=O)N3CCN(c4cccc(Cl)c4)CC3)c2c1	?
34	O=C1CC(c2ccccc2)NC(=S)N1 (stereo not given)	-5%
35	CC1CCCN(S(=O)(=O)c2cc3c(cc2Cl)NC(=O)CO3)C1 (stereo not given)	0%
36	CCC(Oc1ccccc1)C(=O)Nc1cc(C)on1 (stereo not given)	-4%
37	COc1ccccc1C(=O)NC(=S)Nc1ccc(N2CCOCC2)cc1	-14%
38	CCN1/C(=C/c2ccc3cc(C)ccc3[n+]2CC)Sc2cc(C)c(C)cc21	-75%[inhibitor]
39	CCOC(=O)CSc1nnc2n(-c3ccccc3)c(=O)c3c4c(sc3n12)CC(C(C)(C)C)CC4 (stereo not given)	?
40	N#CC(C#N)=C1C(=O)N(CCN2CCCCC2)c2ccccc21	-3%
41	Cc1cccn2c(CN[C@@H]3CCCC[C@H]3c3ccccc3)c(C(=O)N3CCOCC3)nc12	-11%
42	CC1CN(C(=O)CCC(=O)N2CCN(c3ccccn3)CC2)c2ccccc2O1 (stereo not given)	8%
43	COc1cc(OC)c(N(C)C(=O)c2c(C)oc3ncn(CC(C)C)c(=O)c23)cc1Cl	-7%
44	CCCOc1cccc(C2c3c(oc4cc(C)c(C)cc4c3=O)C(=O)N2CCCN2CCOCC2)c1 (stereo not given)	-4%
45	COc1ccc(-c2ccc(=O)n(CC(=O)NCC3COCCO3)n2)cc1 (stereo not given)	6%
46	CCCCNC(=O)C1CCN(c2nc3ccc(C)cc3[nH]2)CC1	3%
47	Cc1ccc(C)c(Cn2c(=O)n(CCCC(=O)NCc3ccc4c(c3)OCO4)c(=O)c3sccc32)c1	4%
48	COc1cc2nc(SCC(=O)Nc3ccc(F)cc3)n3nc(CCn4c(C)nc5ccccc54)nc3c2cc1OC	-9%
49	Cn1nccc1C(=O)NCc1ccc2c(c1)CCN2C(=O)c1ccc(F)cc1	4%
50	Cc1cc2c(cc1S(=O)(=O)Nc1cccc(F)c1)n(C)c(=O)c(=O)n2C	-3%
51	CC1=C(C(=O)Nc2ccccc2)C(c2ccc(C)cc2)n2nc(SCc3ccccc3C)nc2N1 (stereo not given)	5%
52	CC1CCCN(Cc2c(O)ccc3c(=O)c(-c4ccccc4Cl)c(C(F)(F)F)oc23)C1 (stereo not given)	1%
53	CCN(CC)CCNC(=O)c1ccc(NC(=O)Cc2ccccc2F)cc1	-2%
54	CC1CCC(Nc2nc3c(-c4cccc(C(F)(F)F)c4)nnn3c3ccccc23)CC1 (stereo not given)	7%
55	CN(C(=O)c1c2c(nc3ccccc13)C(=O)N(C1CCCCC1)C2)c1ccc(F)cc1	-10%
56	COc1ccccc1-c1nn2c(=O)cc(CN3CCN(S(=O)(=O)c4ccc(C)cc4)CC3)nc2s1	4%
57	COc1ccc(-c2ccc(NS(=O)(=O)c3cccc(Cl)c3)cc2)nn1	1%
58	Cc1ccc(Nc2nc3c(S(=O)(=O)c4ccccc4)nnn3c3ccc(Cl)cc23)c(C)c1	-6%
59	Cc1ccc(Cl)cc1NC(=O)c1oc2ccc(S(=O)(=O)N3CCCCCC3)cc2c1C	-2%
60	O=C(C[C@@H]1C[C@H]2c3cc(NC(=O)C4CCC4)ccc3O[C@H]2[C@@H](CO)O1)NCc1ccc(-c2ccccc2)cc1	-3%
61	Cc1ccc(-c2cn3nc(N4CCC(C(=O)Nc5ccccc5C)CC4)sc3n2)cc1	4%
62	CC(C)C1N=C2c3ccccc3N=C(SCC(=O)NCc3ccc(Cl)cc3)N2C1=O (stereo not given)	-3%
63	CCS(=O)(=O)c1ccc2oc(Nc3ccccc3Cl)nc2c1	-21%
64	Cc1ccc(CNC(=O)CN2C(=O)C3CCCCN3c3ccc(C(=O)N4CCCC4)cc32)cc1 (stereo not given)	-2%
65	CCNC(=O)C1CCN(Cc2cc3ccccc3n2Cc2ccc(C)cc2)CC1	0%
66	COc1ccc(NS(=O)(=O)c2ccc(Cl)c(NC(=O)c3cccnc3Cl)c2)cc1	-7%
67	CSc1ccc(CCNC(=O)Cn2ncc3c([nH]c4ccccc43)c2=O)cc1	3%
68	O=C(CSc1nc2c([nH]c3ccccc32)c(=O)n1-c1ccc(F)cc1)N1CCCCC1	-11%
69	CC1(C)CC(=O)C2=C(C1)NC(=O)NC2c1ccccc1Cl (stereo not given)	3%
70	CCOC(=O)c1cccc(NC(=O)C2COc3ccc(OC)cc3C2)c1 (stereo not given)	-2%
71	O=C1Nc2ccccc2C1(O)c1ccccc1O (stereo not given)	-4%
72	COc1ccc(NC(=O)c2c(NCc3ccc(N(C)C)cc3)sc3c2CCC3)cc1	-5%
73	COc1cccc(/C=N\NC(=O)Cn2nnc3ccccc32)c1O	-9%
74	Cc1ccc(Cl)cc1N1CCN(C(=O)C2CCN(c3nnc(-n4cccc4)s3)CC2)CC1	2%
75	CN1C(=O)c2ccccc2Sc2ccc(NC(=O)c3ccc(C#N)cc3)cc21	-1%
76	CC(C)C1C(=O)N(Cc2cn(CC3CCCCC3)nn2)CCS(=O)(=O)N1Cc1ccc(-c2ccncc2)cc1 (stereo not given)	-8%
77	CCOC(=O)c1c(NC(=O)/C=C/c2ccc(OCC)cc2)sc(C)c1C	-5%
78	Cc1oc(-c2ccc(Cl)cc2)nc1CSc1nnc(C)n2c1cc1sccc12	-5%
79	CC1C/C(=N\NC(=O)c2ccc(NS(=O)(=O)c3ccc(Br)cc3)cc2)CC(C)(C)C1 (stereo not given)	-6%
80	COCCCn1c(=O)c2sccc2n2c(CCCC(=O)NC3CCC(C)CC3)nnc12 (stereo not given)	9%
81	CN(C(=O)CSc1nc2ccc(NC(=O)c3cccs3)cc2s1)c1ccccc1	0%
82	CCS(=O)(=O)c1ccccc1C(=O)Nc1ccc(-c2nc3ccccc3s2)cc1	-1%
83	Nc1cc(Cl)ccc1N1C(=O)CCC1=O	-6%
84	CCOc1ccc(C(=O)NCCc2sc(-c3ccc(OC)c(OC)c3)nc2C)cc1	-17%
85	Cc1csc(NC(=O)C2CC(=O)N(c3ccc(C)c(C)c3)C2)n1 (stereo not given)	-3%
86	COc1ccc(Cl)cc1C(=O)NNC(=O)c1csc(N2CCOCC2)n1	-3%
87	O=C(N/N=C\c1ccccn1)c1cccc(C(=O)N/N=C\c2ccccn2)n1	-7%
88	CN1CCN(CC(O)(c2ccc(Cl)cc2)c2ccc(Cl)cc2)CC1	1%
89	O=C1C(N2CCOCC2)=Cc2cccc3cccc1c23	-6%
90	COc1ccc(C(C)C)cc1S(=O)(=O)Nc1ncn[nH]1	1%

The list continues:
#	SMILES	aSyn yeast rescue
91	CCOc1ccccc1NC(=O)N1CC(C)Oc2ccc(Cl)cc21 (stereo not given)	-7%
92	Cc1cccc(C)c1OCC(=O)NCC1(N(C)C)CCCCC1	1%
93	CCCOc1ccc(C2c3c(oc4ccccc4c3=O)C(=O)N2c2nnc(C(C)C)s2)cc1 (stereo not given)	5%
94	O=C(c1ccco1)N1CCN(S(=O)(=O)c2ccccc2[N+](=O)[O-])CC1	5%
95	CCOC(=O)C1=C(COC(=O)c2ccc(C)s2)NC(=O)NC1C (stereo not given)	1%
96	Cc1ccc(C(=O)N2C(CC(=O)Nc3ccc(Cl)cc3)C(=O)NC3CCCCC32)cc1 (stereo not given)	11%
97	O=C(CSc1cn(CCNC(=O)c2cccs2)c2ccccc12)NCc1ccccc1	0%
98	Cc1ccc(-n2ncc3c(NCCCn4ccnc4)ncnc32)cc1	-1%
99	Cc1ccc(NC(=O)CS(=O)c2ccccc2N)c(C)c1 (stereo not given)	6%
100	O=C(Nc1ccc(NC(=O)c2ccco2)c(Cl)c1)c1cccc([N+](=O)[O-])c1	-8%
101	OC(CON=C1c2ccccc2-c2ccccc21)CN1CCNCC1 (stereo not given)	-7%
102	Cc1c(NC(=O)CN2C(=O)c3ccc([N+](=O)[O-])cc3C2=O)c(=O)n(-c2ccccc2)n1C	-1%
103	O=C(Nc1ccc(Cl)cc1Cl)NC1CCN(S(=O)(=O)c2ccc(F)cc2)CC1	-3%
104	COc1cc(NC(=O)CC2C(=O)N(c3cccc(C)c3)C(=O)N2Cc2cccs2)cc(OC)c1 (stereo not given)	6%
105	COC(=O)c1ccc(COC(=O)C2CCN(S(=O)(=O)c3ccc(C)c(C)c3)CC2)o1	-11%
106	CCOc1ccc(CNC(=O)c2ccc3c(c2)c(C)c(C)n3Cc2ccc(Cl)cc2)cc1	4%
107	S=C1NC2=C(CCCC2=C2SCCCS2)C(c2ccccc2)N1 (stereo not given)	5%
108	CCCC(c1nnnn1Cc1ccc(OC)cc1)N1CCN(C(=O)c2ccco2)CC1 (stereo not given)	-3%
109	COc1ccccc1NC(=O)CCC(=O)N/N=C(/C)c1ccc(C)cc1	3%
110	O=C(c1ccc(S(=O)(=O)N2CCOCC2)cc1)N(c1ccccn1)C1CCCCC1	-9%
111	CC1CCc2c(sc(NC(=O)c3cc(-c4ccc(F)cc4)on3)c2C(N)=O)C1 (stereo not given)	-9%
112	CSc1ccc(C#N)cc1NC(=O)c1ccc(Cl)nc1	-1%
113	COC(=O)C1=C(C)NC(=O)NC1c1ccc(OC)c(OC)c1 (stereo not given)	-3%
114	COc1cccc(-n2c(SCC(N)=O)nc3c(oc4ccccc43)c2=O)c1	-3%
115	O=C(O)CCC1(c2ccccc2)NC(=O)NC1=O (stereo not given)	-4%

In a second layout: results already given
[106] CCOc1ccc(CNC(=O)c2ccc3c(c2)c(C)c(C)n3Cc2ccc(Cl)cc2)cc1
  aSyn yeast rescue = 4%

[68] O=C(CSc1nc2c([nH]c3ccccc32)c(=O)n1-c1ccc(F)cc1)N1CCCCC1
  aSyn yeast rescue = -11%

[38] CCN1/C(=C/c2ccc3cc(C)ccc3[n+]2CC)Sc2cc(C)c(C)cc21
  aSyn yeast rescue = -75%[inhibitor]

[65] CCNC(=O)C1CCN(Cc2cc3ccccc3n2Cc2ccc(C)cc2)CC1
  aSyn yeast rescue = 0%
